Screens deposited in PubChem by NMMLSC.
CR mimetic SO: yeast age-related superoxide inhibition as caloric restriction mimetic; S. cerevisiae aged cells, superoxide DHE fluorescence; active compounds read low; 0.18% of 330,000 active; superoxide response (% of plate mean), % at 10 µM;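 active = superoxide response under a set limit, about three screen SD below normal, cut at about 65% in these data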;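 also: yeast aged for seven days with compound at 30 °C before DHE staining; 100% = average MFI of all compound-treated wells on the plate with controls excluded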
MEP2-GFP yeast: modulators of TOR pathway MEP2-GFP in S. cerevisiae. GFP response vs DMSO, % at 10 µM. 0.51% of 330,000 active. S. cerevisiae MEP2-GFP strain, flow cytometry GFP, 3 h; 100% = DMSO control level;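 active = GFP response versus DMSO above a set limit, roughly screen mean plus 3 SD, cut at about 180% in these data; inconclusive = fewer than 70 cells counted for a yeast strain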;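 also: median GFP fluorescence of the barcode-gated MEP2-GFP cells per well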
VLA-4 inh: inhibition in a human VLA-4 binding assay. 0.2% of 330,000 active. inhibition, % (about 7 µM as worked out from the volumes in the protocol). VLA-4 expressing cells, ligand binding flow cytometry. P13612; in the data active = inhibition above about 50%
AGP1-GFP MLPCN: modulators of TOR pathway AGP1-GFP in S. cerevisiae | GFP response vs DMSO, % at 10 µM | 0.02% of 320,000 active | S. cerevisiae AGP1-GFP multiplex flow cytometry, 3 h; GFP as percent of DMSO wells;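 active = GFP response relative to DMSO above a set limit, near screen average plus 3 SD, cut at about 150% in these data; inconclusive = fewer than 70 cells counted for the yeast strain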;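 also: median GFP channel fluorescence of the gated AGP1 strain per well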
RPL19A TOR yeast: modulators of TOR pathway RPL19A-GFP in S. cerevisiae | S. cerevisiae RPL19A-GFP strain, flow cytometry, 3 h; active compounds read low | percent response vs DMSO, % at 10 µM | 0.3% of 330,000 active | AID 2025;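 active = percent response vs DMSO below 50%; inconclusive = fewer than 70 events counted for the yeast strain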;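 also: median channel GFP fluorescence of the barcoded RPL19A-GFP strain; ratio of sample median GFP to plate DMSO average so 100% = DMSO; lower means less RPL19A-GFP as with rapamycin TOR inhibition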
CIT2-GFP yeast: alters CIT2-GFP fluorescence in TOR pathway yeast screen; GFP response vs DMSO, % at 10 µM; S. cerevisiae CIT2-GFP strain, flow cytometry, 3 h; 100 means same as DMSO wells; AID 2029; 0.065% of 320,000 active;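 active = GFP response relative to DMSO above a set limit, near the screen mean plus 3 SD, cut at about 150% in these data; inconclusive = Fewer than 70 cells measured for a yeast strain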;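 also: ratio of well median GFP fluorescence to mean of DMSO wells on the plate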
LAP4-GFP MLPCN: yeast TOR pathway LAP4-GFP modulation; GFP response vs DMSO, % at 10 µM; 0.34% of 320,000 active; AID 2023; S. cerevisiae LAP4-GFP multiplex, flow cytometry GFP, 3 h; median GFP as percent of DMSO wells;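 active = GFP response vs DMSO above a set limit, about the screen mean plus 3 SD, cut at about 150% in these data; inconclusive = under 70 cell events counted for the yeast strain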
GRK2 aptamer HTS: blocks RNA aptamer binding to human GRK2 | P25098 | bead flow cytometry, FAM-aptamer displacement from GRK2 | inhibition of aptamer binding, % at 10 µM | 0.59% of 330,000 active | AID 488847;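 active = inhibition of aptamer binding above 40%, roughly 3 SD of noise, on plates passing a quality check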;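 also: median bead fluorescence of bound FAM aptamer so fluorescent compounds give negative values; no value below 0 was filed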
Target sequence (P25098 whole entry, looked up): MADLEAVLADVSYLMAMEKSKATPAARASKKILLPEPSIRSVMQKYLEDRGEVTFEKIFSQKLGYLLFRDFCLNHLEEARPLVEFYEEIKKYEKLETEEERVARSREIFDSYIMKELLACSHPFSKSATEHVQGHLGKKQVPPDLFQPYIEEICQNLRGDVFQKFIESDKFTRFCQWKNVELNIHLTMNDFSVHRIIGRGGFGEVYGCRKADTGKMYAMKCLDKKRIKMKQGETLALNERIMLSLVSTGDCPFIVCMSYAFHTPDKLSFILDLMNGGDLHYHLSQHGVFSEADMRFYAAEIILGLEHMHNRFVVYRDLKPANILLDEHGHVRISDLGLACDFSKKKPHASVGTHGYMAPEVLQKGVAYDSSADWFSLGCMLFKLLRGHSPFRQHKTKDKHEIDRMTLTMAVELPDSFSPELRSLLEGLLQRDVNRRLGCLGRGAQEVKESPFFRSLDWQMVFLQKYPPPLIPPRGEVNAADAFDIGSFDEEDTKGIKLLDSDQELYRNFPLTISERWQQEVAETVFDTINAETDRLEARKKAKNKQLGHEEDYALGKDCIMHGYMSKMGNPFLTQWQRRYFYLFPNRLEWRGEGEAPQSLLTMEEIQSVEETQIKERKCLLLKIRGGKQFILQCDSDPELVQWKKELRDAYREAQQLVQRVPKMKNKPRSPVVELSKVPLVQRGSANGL
* hit, by the source's call; ? = inconclusive; · = not tested or not shown; [ ] = another dose, or the depositor's remark.

SMILES	CR mimetic SO	MEP2-GFP yeast	VLA-4 inh	AGP1-GFP MLPCN	RPL19A TOR yeast	CIT2-GFP yeast	LAP4-GFP MLPCN	GRK2 aptamer HTS
CC1CC(C)(C)NC(=S)N1CCC(=O)N1CCN(c2ccccc2)CC1 (stereo not drawn)	109	94	3	91	93	94	99	1
O=C(O)Cc1ccc2c(c1)N(S(=O)(=O)c1cccs1)CC(C(=O)O)O2 (stereo not drawn)	103	109[may fluoresce green]	-8	120[may fluoresce green]	94[may fluoresce green]	161*[may fluoresce green]	106[may fluoresce green]	4
CCc1nnc(NC(=O)CSc2nnc(Cc3ccccc3)n2-c2ccc(OC)cc2)s1	110	105	6	108	99	104	97	3
CC(C)=CCc1cc2c(=O)c3c(O)c4c(cc3oc2c(O)c1O)OC(C)C4(C)C (stereo not drawn)	80	94	16	90	93	92	95	2
CCC(=O)Oc1ccc2c(C)cc(=O)oc2c1C(=O)CC	97	107	16	99	99	101	105	100*
COc1ccc(CN2CCN(Cc3c[nH]c4ccccc34)CC2)cc1	107	104	5	104	107	105	98	0
CCOC(=O)c1sc2nc(C)nc(NCc3ccc(Cl)cc3)c2c1C	95	117	-26	103	111	107	118	0
CSc1ncccc1C(=O)NNC(=O)c1ccc(NS(=O)(=O)c2cccs2)cc1	121	98	4	106	102	90	114	2
CCCCn1nnnc1SCC(=O)c1ccc(C)c(C)c1	118	99	-14	97	97	97	96	0
CCc1cccc(NC(=O)C2CC2c2ccccc2)c1 (stereo not drawn)	100	102	2	94	106	93	97	4
CCN(CC)C(=O)c1ccc(Oc2ccc([N+](=O)[O-])cc2Cl)cc1	101	103	15	101	97	97	115	1
O=C1CCC(C(=O)N2CCCCCC2)CN1Cc1cccc(C(F)(F)F)c1 (stereo not drawn)	114	105	7	105	108	108	103	0
CCOC(=O)c1c(C)[nH]c(C(=O)COC(=O)c2ccc([N+](=O)[O-])o2)c1C	133	105	0	97	103	113	87	0
Cc1ccc2[nH]cc(C(=O)CN3CCN(c4ccccn4)CC3)c2c1	91	174	20	23	62	101	88	0
Cc1ccc(N(CC(O)CN2C(=O)NC(C)(C)C2=O)S(=O)(=O)c2ccc([N+](=O)[O-])cc2)cc1 (stereo not drawn)	138	102	-3	100	102	104	97	0
Cc1ccc(C(=O)N2CCN(c3ccc([N+](=O)[O-])c(NCc4ccco4)c3)CC2)cc1	134	106	12	101	·	95	101	3
CCOC(=O)C1CCN(C(=O)CSc2nc3ncccc3[nH]2)CC1	121	95	3	101	96	103	97	0
CC1S/C(=C(\C#N)C(N)=O)N(c2ccc(F)cc2)C1=O (stereo not drawn)	99	94	0	89	99	90	101	0
O=C(COc1ccccc1[N+](=O)[O-])NCC1COc2ccccc2O1 (stereo not drawn)	103	100	1	99	89	91	118	14
CC(C)NC(=O)CN1CCN(Cc2nc(C(c3ccccc3)c3ccccc3)no2)CC1	94	101	5	100	99	107	103	0
CCOC(=O)Cn1c(N)c(C(=O)OC)sc1=S	103	94	6	91	94	85	104	2
Cc1ccc(C(=O)NCC(=O)OC(C)C(=O)NC2CCCc3ccccc32)cc1 (stereo not drawn)	108	94	-12	100	99	115	92	13
CCCOC(=O)c1ccc(NC(=O)Cc2cccs2)cc1	99	90	1	85	97	86	92	4
COc1cc(C(=O)NNC(=S)NC(=O)c2ccc3c(c2)OCO3)cc(OC)c1OC	128	99	20	111	102	99	112	5
Cc1ccc(C)c(N(C(=O)c2csnn2)C(C(=O)NC2CCCCC2)c2ccncc2)c1 (stereo not drawn)	100	103	12	103	101	103	105	0
C=CCNC(=O)/C(C#N)=C/c1c(N2CCN(c3ccccc3)CC2)nc2c(C)cccn2c1=O	100	99	-8	105	94	99	·	4
Nc1n[nH]c(CO)n1	95	101	3	99	106	96	90	0
CC(=O)Nc1cc(C(=O)NCc2ccco2)ccc1Sc1ccc(F)cc1	93	105	20	96	99	99	93	1
CN(C)CCCNCCCNC(=O)c1ccccn1	87	102	-3	103	98	104	99	3
O=C(Nc1ccc(CSc2ccccc2)cc1)c1ccco1	103	110	-2	100	111	103	106	3
C1COCCNCCOCCOCCN1	97	101	2	103	103	104	103	3
O=C(CSc1nc2[nH]ncc2c(=O)[nH]1)Nc1cccc(Cl)c1	93	98	-13	107	98	103	104	4
CCc1ccccc1N(CC(=O)NC1CCCC1)C(=O)CNC(=O)c1cccs1	107	100	-5	101	105	100	97	0
CCOc1ccc(NC(=O)Cn2cc(C(=O)C3CC3)c3ccccc32)cc1	96	104	-3	102	100	103	97	0
COc1ccc(-c2nnc(SCC#CCO)o2)cc1OC	110	102	-14	105	106	110	104	0
Cc1ccc(CONC(=O)/N=C/N(C)C)cc1	106	105	0	108	101	113	116	0
CCN(CC)c1ccc(NC(=O)c2cccc(C)c2)cc1S(=O)(=O)Nc1ccccc1OC	94	90	9	99	100	99	97	2
Cc1cc2c(cc1S(=O)(=O)NCC(C)c1ccccc1)n(C)c(=O)c(=O)n2C (stereo not drawn)	115	96	-13	93	99	94	98	3
O=C(NCC1CCCO1)c1ccc(NC(=O)c2ccc([N+](=O)[O-])cc2)cc1 (stereo not drawn)	98	111	8	100	102	97	93	0
CC(C)(C)n1nc2c(c1NC(=O)Cc1ccccc1)CS(=O)(=O)C2	100	99	-2	96	95	108	95	0

Look-ups from the list:
In CIT2-GFP yeast, O=C(CSc1nc2[nH]ncc2c(=O)[nH]1)Nc1cccc(Cl)c1 reads 103
In RPL19A TOR yeast, CCN(CC)c1ccc(NC(=O)c2cccc(C)c2)cc1S(=O)(=O)Nc1ccccc1OC reads 100
In CIT2-GFP yeast, CC(C)(C)n1nc2c(c1NC(=O)Cc1ccccc1)CS(=O)(=O)C2 reads 108

Compound profiles, as listed above.
C1COCCNCCOCCOCCN1 is listed with CR mimetic SO: 97; MEP2-GFP yeast: 101; VLA-4 inh: 2; AGP1-GFP MLPCN: 103; RPL19A TOR yeast: 103; CIT2-GFP yeast: 104; LAP4-GFP MLPCN: 103; GRK2 aptamer HTS: 3
O=C(CSc1nc2[nH]ncc2c(=O)[nH]1)Nc1cccc(Cl)c1 is listed with CR mimetic SO: 93; MEP2-GFP yeast: 98; VLA-4 inh: -13; AGP1-GFP MLPCN: 107; RPL19A TOR yeast: 98; CIT2-GFP yeast: 103; LAP4-GFP MLPCN: 104; GRK2 aptamer HTS: 4

Next records follow.
SMILES	CR mimetic SO	MEP2-GFP yeast	VLA-4 inh	AGP1-GFP MLPCN	RPL19A TOR yeast	CIT2-GFP yeast	LAP4-GFP MLPCN	GRK2 aptamer HTS
Cc1ccc(C)c(OCCCCn2ccnc2)c1	100	103	22	104	98	99	90	1
COC(=O)c1c(C(=O)OC)c(-c2cccc(Cl)c2)n2c1CS(=O)(=O)C2	92	105	-6	101	104	111	100	2
C=C(C)C1Cc2c(C)nn(-c3nc(C)cc(C)n3)c2C1 (stereo not drawn)	100	97	1	91	94	102	90	2
Cc1ccnc2nc(C(=O)OCCOc3cccc(Br)c3)nn12	123	108	5	102	102	99	102	1
Cc1cc(C)c(NC(=O)CS(=O)CC(=O)NCCN2CCCCCC2)c(C)c1 (stereo not drawn)	99	99	1	96	103	100	93	1
COc1ccc(C(=O)NC(=S)Nc2ccccc2[N+](=O)[O-])cc1OC	106	113	-15	107	105	125	111	1
CCc1cccc(CC)c1NC(=O)CSc1nc2ccc(N3C(=O)C4C5C=CC(C5)C4C3=O)cc2s1 (stereo not drawn)	99	100	-18	107	103	112	103	3
COc1cccc(CNC(=O)CSc2ccc(-c3ccccn3)nn2)c1	113	106	-6	108	100	101	101	4
CCN(CC)c1ccc([N+](=O)[O-])cc1C(=O)N1CCOCC1	113	100	10	99	100	95	103	0
Cc1ccc(-c2noc(CCCC(=O)NC3CCCCC3)n2)cc1	116	109	4	97	103	103	109	0
CCC(=O)OCc1c(C(F)(F)F)nn(C)c1Oc1cccc(C(F)(F)F)c1	92	113	-5	108	103	111	90	0
CC(=O)SCC(=O)N=c1sc2cc(F)ccc2n1C	96	106	4	103	99	101	102	1
COc1cccc(C(=O)OCC(=O)NCCC2=CCCCC2)c1	114	101	4	100	103	98	94	2
CC1CN(C(=O)COC(=O)c2ccc3ncsc3c2)CC(C)O1 (stereo not drawn)	89	106	2	103	102	109	95	0
O=C1C2C3C=CC(CO)(O3)C2C(=O)N1c1ccccc1-c1ccccc1 (stereo not drawn)	77	111	50*	78	84	77	194*	0
CC(OC(=O)Cc1c[nH]c2ccccc12)C(=O)c1ccccc1 (stereo not drawn)	106	97	2	90	94	81	97	2
Cc1c(NC(=O)CN2CCN(c3ccccc3)CC2)c(=O)n(-c2ccccc2)n1C	99	94	10	·	90	103	103	0
Cc1c(O)ccc(C(=O)COc2ccccc2F)c1O	77	100	-5	91	103	85	119	3
COc1ccc(S(=O)(=O)N(C)CC(=O)NCCc2ccccc2)cc1OC	112	93	13	88	95	95	83	0
COc1ccc(C(=O)NCC(=O)N2CCCCC2)cc1OC	95	97	-3	98	97	89	99	0
Cc1cccc(Cn2cnc3c(N)c(C)c(C)cc32)c1	94	103	7	101	94	100	108	0
COc1ccc(NC(=O)CCn2cccc2)cc1	103	107	-3	107	103	113	102	1
Cc1ccc(NC(=O)Nc2nnc(Cc3ccc(F)cc3)s2)cc1	103	111	17	100	106	102	110	0
CCCCSc1nnc([C@@H](NC(=O)OC(C)(C)C)C(C)C)o1	96	129	-3	20[may fluoresce violet]	75	?	98	2
O=C(/C=C/c1cccc(F)c1)Nc1cc(S(=O)(=O)N2CCOCC2)ccc1Cl	88	88	-5	95	98	104	90	0
O=C(C1CC1)N1N=C(c2ccc(F)cc2)CC1(O)C(F)(F)F (stereo not drawn)	106	111	-5	99	104	112	89	0
NC(=O)C1CCCN(C(=S)Nc2ccccc2)C1 (stereo not drawn)	119	103	7	111	97	99	101	0
Nc1nc2n(n1)C(c1ccccc1Cl)CC(c1ccc(F)cc1)N2 (stereo not drawn)	103	118	6	106	101	94	104	3
Cc1cc(N2CCCCCC2)nc2ccc(F)cc12	93	111	23	104	101	103	104	0
O=C(NN1C(=O)C2C3C=CC(C3)C2C1=O)c1ccccc1 (stereo not drawn)	89	100	11	101	103	99	104	3
CN(C)CCn1c(SCc2ccccc2C#N)nc2c(sc3ccccc32)c1=O	101	112	15	97	100	106	114	0
CCC1=NN(C(=O)c2ccc(Br)cc2)C(O)(c2ccccc2)C1 (stereo not drawn)	94	100	24	97	99	88	116	3
Cc1ccc(-c2n[nH]c(=S)n2Cc2ccccc2)cc1	91	97	0	97	94	90	90	3
COc1ccc(CCNC(=O)c2c(O)c3c([nH]c2=O)CCCC3)cc1OC	100	96	4	99	100	96	101	0
CCOc1ccc(CCNC(=O)c2cc3sc(Cl)cc3n2C)cc1OCC	106	93	10	92	92	88	89	1
S=C(NC1CCCCC1)N(CCc1ccccc1)CCc1ccccc1	91	96	4	101	102	99	95	7
C/C=C(/C)C(=O)Nc1cccc(C2=NOC3(C2)C[C@@H](C(N)=O)N(C(=O)CC)C3)c1 (stereo partly drawn)	95	90	1	94	101	100	108	0
COc1ccccc1NC(=O)C(C)N1C(=O)c2ccccc2C1=O (stereo not drawn)	104	100	21	98	102	101	95	2
CCCNc1nc2c(c(=O)n(C)c(=O)n2C)n1CCCc1ccccc1	102	102	-8	101	100	97	101	0
COc1ccc2[nH]c(=O)c(CN(Cc3ccco3)Cc3nnnn3Cc3ccccc3)cc2c1	97	102	4	100	102	108	96	0
COc1cc(-c2nc(C(=O)NC3CCN(Cc4ccccc4)CC3)cc3c2[nH]c2ccccc23)cc(OC)c1OC	106	100	-14	98	92	91	94	0
CCC(C(=O)OCC(=O)N(CCOC)c1c(N)n(Cc2ccccc2)c(=O)[nH]c1=O)c1ccccc1 (stereo not drawn)	98	106	-4	87	101	115	76	0
CCOc1ccccc1N(CC(=O)NC1CCCC1)C(=O)CCC(=O)Nc1cc(C)on1	99	105	6	109	106	103	103	1
